D3 antag: qHTS of D3 Dopamine Receptor Antagonist: qHTS | max response, negative = inhibition, % | actives 2.5% (n = 360,000) | D3R cells, DiscoveRx beta-arrestin luminescence, antagonist mode; active compounds read low | D(3) dopamine receptor (Homo sapiens), P35462; in the data active = max response below about -50%; inconclusive = no clear call, values can overlap the other calls; note: % is set by controls: 0 for no effect and ±100 for the full control effect; mostly tested at two doses, the higher about 12 µM
Target sequence (P35462 whole entry, looked up): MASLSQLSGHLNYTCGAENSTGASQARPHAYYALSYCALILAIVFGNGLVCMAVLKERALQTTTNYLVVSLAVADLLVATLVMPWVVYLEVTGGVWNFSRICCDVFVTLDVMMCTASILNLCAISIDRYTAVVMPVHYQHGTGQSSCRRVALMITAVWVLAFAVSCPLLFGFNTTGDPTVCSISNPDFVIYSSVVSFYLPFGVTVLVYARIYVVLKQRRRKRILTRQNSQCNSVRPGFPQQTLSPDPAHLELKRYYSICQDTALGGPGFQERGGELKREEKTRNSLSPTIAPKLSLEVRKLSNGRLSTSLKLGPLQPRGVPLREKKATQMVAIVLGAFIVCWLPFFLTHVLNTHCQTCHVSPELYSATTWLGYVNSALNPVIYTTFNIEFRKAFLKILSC
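Cells expressing the human receptor were seeded at 1500 cells/well, incubated overnight at 37 degrees C in 5% CO2, then exposed to library compounds with dopamine controls for 90 minutes at 37 degrees C before luminescent detection.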
SW480 rerep: A quantitative high throughput screen for small molecules that induce DNA re-replication in SW480 colon adenocarcinoma cells; SW480 DNA re-replication, Hoechst DNA content imaging, 48 h; Potency, µM (titrated, usually from 46.1 µM), without a hit: top-dose re-replication activation, most hits filed as activators; actives 1.8% (n = 340,000); note: potency is the fitted concentration of half-maximal effect; % of control where 0% means no effect; nearly all actives have a fitted effect of over 55% in size
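SW480 cells exposed to compounds for 48 hr at 37 C, 5% CO2, then Hoechst-stained 40 min. Nuclear DNA content imaged by fluorescence scanning (405 nm excitation, 500-530 nm emission); re-replication scored as increased high-intensity nuclei.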
GLP1R ag: qHTS of GLP-1 Receptor Agonists. Glucagon-like peptide 1 receptor (Homo sapiens), P43220. HEK293 GLP-1R CRE-luciferase, luminescence, 4-6 h; cells express a hypersensitive GLP-1R form. Potency, µM (series often up to 45.6 µM), for the others: at the top dose activation, hits mostly activators. actives 0.007% (n = 380,000). AID 624172, 2012; note: potency is the fitted concentration of half-maximal effect; % of control where 0% means no effect
Target sequence (P43220 whole entry, looked up): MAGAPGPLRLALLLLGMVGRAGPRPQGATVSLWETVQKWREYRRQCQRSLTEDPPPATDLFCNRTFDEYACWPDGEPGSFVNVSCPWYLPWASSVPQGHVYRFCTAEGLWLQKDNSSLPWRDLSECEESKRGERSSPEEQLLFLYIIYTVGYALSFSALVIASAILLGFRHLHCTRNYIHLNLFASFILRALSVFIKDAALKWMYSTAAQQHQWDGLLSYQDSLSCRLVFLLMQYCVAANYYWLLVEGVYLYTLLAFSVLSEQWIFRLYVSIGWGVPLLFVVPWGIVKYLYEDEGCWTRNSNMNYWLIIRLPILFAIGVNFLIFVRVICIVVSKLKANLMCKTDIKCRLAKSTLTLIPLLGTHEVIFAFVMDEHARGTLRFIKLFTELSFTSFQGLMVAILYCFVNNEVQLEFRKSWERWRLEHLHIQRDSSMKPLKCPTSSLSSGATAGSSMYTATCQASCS
KB-3-1 cytotox: qHTS assay for MDR1-selective chemotherapeutics: Primary screen using the parental adenocarcinoma cell KB-3-1. KB-3-1 viability, CellTiter-Glo ATP luminescence, 72 h. Potency, µM (series often up to 46.1 µM), inactives show top-dose activity change, negative = cytotoxic, actives largely listed as cytotoxic. actives 1.4% (n = 400,000); note: potency is the fitted concentration of half-maximal effect; % is set by controls: 0 for no effect and ±100 for the full control effect; nearly all actives have a fitted effect of over 60% in size
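Parental KB-3-1 viability, qHTS format: 72 h compound exposure, 37 °C; CellTiter-Glo; media-only wells and DMSO plates as controls; concentration-effect fits on corrected data.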
IL1B secr inh: qHTS for Inhibitors of Inflammasome Signaling: IL-1-beta AlphaLISA Primary Screen; THP-1 LPS/ATP IL-1B secretion, AlphaLISA, 16 h; active compounds read low; activity change, % at 57.5 µM; actives 4.7% (n = 360,000); in the data active = activity change below about -50%; inconclusive = mostly about -30% to -49%; note: % is set by controls: 0 for no effect and ±100 for the full control effect
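Secreted IL-1B measured by AlphaLISA bead assay after 16 h compound exposure of THP-1 cells; compounds (final up to 57.5 uM) added 1 h before LPS (250 ng/mL) and ATP (1.25 mM) stimulation; lower signal means less secretion.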
HT1080NT lethal: qHTS for induction of synthetic lethality in tumor cells producing 2HG: qHTS for the HT-1080-NT fibrosarcoma cell line | HT-1080-NT fibrosarcoma viability, CellTiter-Glo ATP luminescence, 48 h | Potency, µM (series often up to 46.1 µM), for the others: at the highest dose activity, negative = less viability, actives largely listed as cytotoxic | actives 1.6% (n = 360,000);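 note: NT is the 2HG producing partner of a matched IDH1 knockdown line; potency is the fitted concentration of half-maximal effect; 0% = DMSO-treated cells and -100% = media-only wells without cells; nearly all actives have a fitted effect of over 55% in size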
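Luminescent CellTiter-Glo readout after 48 hours of compound exposure at 37 degrees C defined viability of HT-1080-NT cells. Activity was normalized to DMSO wells and cell-free media wells; concentration-response curves were fitted and assigned curve classes.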
DRD3 agonist: qHTS of D3 Dopamine Receptor Agonist: qHTS. actives 0.58% (n = 410,000). AID 652048, 2013. D(3) dopamine receptor (Homo sapiens), P35462. D3R DiscoveRx beta-arrestin cells, luminescence, 90 min. max activation, %; in the data active = max activation above about 30%; note: 0% is about no effect; mostly tested at two doses, the higher about 12 µM
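Agonist mode: compounds and dopamine controls were applied to plated cells for 90 min at 37 degrees C after an overnight attachment at 1500 cells/well. Luminescent read-out followed 30 - 60 minutes at room temperature with DiscoveRx detection reagent.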
HT1080 IDH1KD tx: qHTS for induction of synthetic lethality in tumor cells producing 2HG: qHTS for the HT-1080-IDH1KD cell line | actives 2% (n = 360,000) | Potency, µM (top dose mostly 46.1 µM), for the others: top-dose activity, negative = toxicity, usual class: cytotoxic | HT-1080 IDH1 knockdown viability, ATP luminescence, 48 h;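 note: potency is the fitted concentration of half-maximal effect; 0% = DMSO wells and -100% = cell-free medium wells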
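Viability of IDH1-knockdown HT-1080 fibrosarcoma cells was assessed by CellTiter-Glo after 48 h at 37 °C with titrated compound; concentration-effect curves were classified by fit quality and response size.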
KB-V1 cytotox: qHTS assay for MDR1-selective chemotherapeutics: Primary screen using the drug-selected MDR subline cells KB-V1; KB-V1 MDR cells viability, CellTiter-Glo, 72 h; Potency, µM (top dose mostly 46.1 µM), for inactives: at the top dose activity change, negative = cytotoxicity, usual class: cytotoxic; actives 3.4% (n = 400,000); AID 1347076, 2019; note: potency is the fitted concentration of half-maximal effect; % is set by controls: 0 for no effect and ±100 for the full control effect; nearly all actives have a fitted effect of over 60% in size
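Luminescent ATP read-out (CellTiter-Glo, 10 min) measures survival of drug-selected KB-V1 MDR cells after 72 h, 37 degrees C compound exposure. Medium: phenol-red-free DMEM, 10% FBS. Values from fitted concentration-response curves.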
Starred values were filed as active, the others as inactive; ? = inconclusive; · = no result given; & = joins results of further samples; [ ] = dose if it differs, or a comment. Unless noted, calls come from the whole dose curve; as a rule, active = well fitted curve in the direction sought with a large enough effect; inconclusive = small, poorly fitted or top-dose-only effect, or another doubt; inactive = no such curve, though single readings can be large; an effect the other way counts as inactive or inconclusive. This is a subset, so the mix of outcomes need not match the whole.

Second line of a record: D3 antag	SW480 rerep	GLP1R ag	KB-3-1 cytotox	IL1B secr inh	HT1080NT lethal	DRD3 agonist	HT1080 IDH1KD tx	KB-V1 cytotox
CCOc1ccc2nc(N(CCN(CC)CC)C(=O)c3ccc([N+](=O)[O-])cc3)sc2c1
    -4	?	25%	-12%	-15	-9%	-1	-6%	-1%
N#Cc1ccc(NC(=O)CCNC(=O)c2ccco2)cc1Cl
    4	-3%	8%	2%	2	-9%	-10	-2%	20%
Cc1cc(N2CCOCC2)ccc1/C=C1\C(=O)NC(=O)N(c2ccccc2)C1=O
    0	2%	5%	11%	-6	2%	0	13%	5%
CCOP(=S)(OCC)Oc1cc(C)oc(=O)c1Cl
    -9	-4%	-1%	?	7	12%	3	18%	?
O=C(CNC(=O)c1ccc(Cl)cc1)Nc1ccc(Br)cc1C(=O)c1ccccc1
    -7	?	3%	-20%	-19	?	-12	?	?
CC(=O)Nc1ccc(OCCF)cc1
    13	-5%	12%	-4%	-9	1%	-4	12%	?
O=C1C2CCCN2C(c2cccnc2)N1c1cccc(Cl)c1 (centres undefined)
    ?	?	0%	?	-1	-4%	-8	-20%	10%
O=c1[nH]c(=O)n(Cc2ccc(F)cc2)c(O)c1C=NCCCO
    -6	-5%	-4%	5%	1	9%	-10	10%	-2%
COc1cccc(/C=C2\N=C(c3cncc(Br)c3)OC2=O)c1
    5	-4%	-11%	13%	10	12%	8	13%	-5%
CCc1ccc(N2C(=O)NC(=O)/C(=C\c3cc(C)n(-c4cc(C(=O)O)cc(C(=O)O)c4)c3C)C2=O)cc1
    11	-4%	-1%	2%	0	23%	-9	16%	0%
c1ccc(C(CN2CCCCC2)c2ccccc2)cc1
    6	-2%	-9%	0%	-9	2%	-3	15%	3%
CCCOP(=O)(OCCC)C(Nc1ccc(C(C)C)cc1)c1ccc([N+](=O)[O-])cc1 (centres undefined)
    -12	21µM*	2%	?	?	?	-11	?	12µM*
COc1cc(C)cc2oc(=O)c(CC(=O)N3C[C@H]4C[C@@H](C3)c3cccc(=O)n3C4)c(C)c12
    -2	0%	1%	0%	-2	3%	-16	1%	-10%
COc1ccc(Cn2c(O)c(/C=N/NC(=O)c3ccncc3)c(=O)[nH]c2=O)cc1
    48	2%	0%	-3%	2	4%	16	18%	0%
COc1ccc(C(=O)OCC2CN2c2cccc([N+](=O)[O-])c2)cc1 (centres undefined)
    2	·	6%	10%	25	16%	4	-7%	-1%
O=C(C1CCC(=O)N1C1CCCC1)N1CCC2(CC1)OCCO2 (centres undefined)
    -12	-3%	-24%	7%	-2	17%	3	11%	6%
CC(=O)c1cc(C(C)=O)c(C)[n+](C)c1C
    -4	-4%	3%	1%	·	5%	-6	10%	-2%
COC(=O)C1=C(c2ccc(F)cc2OCc2ccccc2)C[C@@H]2CC[C@H]1N2C(=O)NCc1ccc(Br)cc1
    4	3%	-1%	?	-60*	-10%	15	-10%	3%
O=C(Cc1ccccc1)N1CCN(Cc2c[nH]c3ccccc23)CC1
    ?	-9%	1%	12%	-6	-28%	-8	-7%	?
C=C1C(=O)O[C@H]2C[C@@H](C)[C@@H]3C=CC(=O)[C@@]3(C)C[C@H]12
    -66*	?	-11%	?	-111*	?	-3	8.2µM*	?
COc1ccc(C2C3C=CC(C3)C2C(=O)O)cc1 (centres undefined)
    2	·	-3%	5%	5	7%	5	-1%	15%
CC12CCC(=O)CC1CCC1C2C(=O)CC2(C)C1CCC2(C)O (centres undefined)
    5	-6%	4%	5%	-9	16%	4	19%	14%
CNC(=O)NC(O)C(Cl)(Cl)Cl (centres undefined)
    -5	-3%&-2%	-1%&7%	-2%	11	5%	1&12	3%	24%
CC1(C)C(=O)CC[C@@]2(C)C1=CCC1C2CC[C@]2(C)C(=O)CCC12 (some centres undefined)
    3	0%	10%	-4%	11	8%	-6	13%	-4%
CC(=O)Nc1ccccc1C(=O)OCc1ccc(F)cc1
    7	-8%	18%	9%	9	14%	-9	4%	?
O=C(Cc1ccccc1)NC(Oc1ccccc1Cl)C(Cl)(Cl)Cl (centres undefined)
    3	-4%	2%	0%	-5	-1%	-1	12%	5%
O=C1CN=C(c2ccc[nH]2)c2cc(Cl)ccc2N1
    25	?	-5%	0%	5	-4%	1	-11%	34%
CN1CCC(n2nccc2N)CC1
    15	10%[9.22 µM]	2%	13%	16	19%	4	18%	10%
C[n+]1c2cc(N)ccc2cc2ccc(N)cc21
    ?	-158%&-155%&-10%[inhibitor]	-16%&-20%&-10%	10µM*	-108*	2.3µM*	-54&0	2.3µM*	16µM*
COC(=O)C1=C(c2cccc(C#N)c2)C[C@@H]2CC[C@H]1N2C(=O)NCC1CC1
    15	3%[9.22 µM]	-2%	-2%	4	15%	6	-4%	-20%

Carrying on:
Second line of a record: D3 antag	SW480 rerep	GLP1R ag	KB-3-1 cytotox	IL1B secr inh	HT1080NT lethal	DRD3 agonist	HT1080 IDH1KD tx	KB-V1 cytotox
Clc1ccccc1NC1=NCCCS1
    5	-8%	11%	22%	-3	6%	5	2%	18%
COC(=O)C1=C(c2ccc(OCc3ccccc3)cc2)C[C@@H]2CC[C@H]1N2C(=O)NCc1ccc(N(C)C)cc1
    3	8%	3%	-6%	32	4%	14	10%	-12%
COC(=O)C1=C(c2ccc3ccccc3c2)C[C@@H]2CC[C@H]1N2C(=O)NCC1CC1
    29	1%	0%	-10%	52	-3%	4	0%	-13%
ClC1=C(Cl)C(Cl)=C(Cl)C1=C/C=C/c1ccccc1
    2	?	-4%	4.6µM*	13	-9%	4	-16%	4.1µM*
Cc1cc(/C=C2/C(=O)NC(=O)N(c3ccc(Br)cc3)C2=O)c(C)n1C
    6	1%	-1%	-4%	13	-26%	-5	-20%	13%
COc1ccc(Br)cc1CNCCc1ccc2c(c1)OCO2
    -19	-3%	1%	-6%	?	?	-6	-22%	-17%
CCC1CCC(C)N(N=O)C1 (centres undefined)
    -9	-12%	9%	·	12	1%	3	2%	·
O=C1NC(=O)C(=Cc2ccc(N3CCN(C(=O)c4ccccc4)CC3)c([N+](=O)[O-])c2)C(=O)N1
    -2	4%	6%	-1%	11	-2%	5	-1%	-23%
O=C1NC(=O)C(CCc2ccncc2)(C2CCCCC2)C(=O)N1
    -3	-2%	7%	4%	22	1%	1	5%	-1%
CCCCn1nnnc1C(c1cccc(OC)c1OC)N1CCC2(CC1)C(=O)NCN2c1ccccc1 (centres undefined)
    48	·	13%	-5%	-30	?	7	-24%	?
CN1CC[C@@]2(C)c3cc(O)ccc3N(C)C2O1 (some centres undefined)
    ·	?	-1%	0%	·	·	·	·	10%
Cc1cccc(-n2c(O)c(/C=N/Nc3nc4c(c(=O)n(C)c(=O)n4C)n3C)c(=O)[nH]c2=S)c1
    -23	-4%	-3%	2%	0	11%	-2	22%	-16%
CCCC(=O)NC(Oc1ccc(OC)cc1)C(Cl)(Cl)Cl (centres undefined)
    -9	3%	16%	0%	14	-1%	-1	0%	2%
CC(C)(C)c1nc(NCc2ccc3c(c2)OCO3)c2nnn(Cc3ccccc3Cl)c2n1
    5	-5%	1%	-1%	13	14%	2	16%	17%
Cc1ccc(N=Cc2c(O)n(-c3ccc(C)cc3)c(=O)[nH]c2=O)cc1
    -2	2%	3%	6%	9	-1%	6	-7%	-5%
COc1ccc(CCNCc2ccncc2)cc1
    -7	-1%	-2%	-6%	4	1%	-10	-2%	15%
C=C(CC1CC(O)[C@]2(C)OC3CC4OC5C[C@]6(C)O[C@]7(C)CCC8OC9C[C@]%10(C)OC%11C(C)=CC(=O)OC%11CC%10OC9C[C@@H](C)C8OC7CC6O[C@]5(C)C/C=C\C4OC3CC2O1)C(=O)O (some centres undefined)
    7	2%	0%	0%	40	3%	14	12%	-1%
CC(C)n1c(=O)c(C=Nc2ccc(F)cc2)c(O)n(Cc2ccco2)c1=O
    5	-4%	10%	6%	0	-3%	4	-3%	-3%
O=c1[nH]c(=O)n(CCC2=CCCCC2)c(O)c1C=NCCN1CCNCC1
    10	-8%	0%	0%	-12	-3%	4	13%	3%
C[C@]12CCC3[C@@H](CCC4=CC(=O)CC[C@@]43C=O)C1CCC2=O (some centres undefined)
    -1	15%	-1%	0%	7	2%	0	-6%	-21%
CCn1c(P(C)(=O)O)nc2ccccc21
    -3	-6%	-12%	10%	11	9%	-5	6%	-17%
O=C1NC(=O)C(=Cc2ccc(-c3ccccc3[N+](=O)[O-])o2)C(=O)N1
    -14	?	4%	-1%	·	?	5	-28%	-7%
CCOC(=O)c1ccc(NC(=O)CCc2nc(-c3ccc(C)cc3)no2)cc1
    51	9%	3%	-19%	-69*	?	25	?	0%
O=C1NCN(c2ccccc2)C12CCN(C(c1nnnn1Cc1ccccc1)C1CC1)CC2 (centres undefined)
    2	·	9%	0%	-12	-2%	-1	-23%	13%
O=C1NC(=O)C(=Cc2ccc(N3CCOCC3)cc2)C(=O)N1
    2	-9%	2%	17%	-12	17%	21	5%	12%

Part of the list above, with tabs.
Compound	D3 antag	SW480 rerep	GLP1R ag	KB-3-1 cytotox	IL1B secr inh	HT1080NT lethal	DRD3 agonist	HT1080 IDH1KD tx	KB-V1 cytotox
CC(C)n1c(=O)c(C=Nc2ccc(F)cc2)c(O)n(Cc2ccco2)c1=O	5	-4%	10%	6%	0	-3%	4	-3%	-3%
O=c1[nH]c(=O)n(CCC2=CCCCC2)c(O)c1C=NCCN1CCNCC1	10	-8%	0%	0%	-12	-3%	4	13%	3%

Source: PubChem
